Screening data from PubChem.
HSP90 inh: HSP90 refolding inhibition in rabbit reticulocyte lysate; luciferase refolding luminescence, 3 h; inhibition, % at 5.6 µM; 290,000 compounds, 0.91% hits; AID 1789;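 active = inhibition above the screen-wide mean plus 3 SD, computed separately per campaign, cut at about 16% in these data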;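 note: 0% = DMSO wells and 100% = 60 µM geldanamycin wells; inhibitors lower the luminescence because luciferase stays unfolded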
IEC-6 cytotox: counter-screen for KLF5 inhibitors: cytotoxicity in IEC-6 cells; 290,000 compounds, 0.78% hits; inhibition, % at 5 µM; IEC-6 cytotoxicity, luminescence viability; in the data active = inhibition above about 22%;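 note: 0% = plate median of test compound wells and 100% = cytotoxic reference compound wells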
PolyA inh: blocks polyadenylation in yeast reporter cells; S. cerevisiae SKY197-pL101 polyadenylation reporter, beta-gal luminescence; efflux-impaired pdr1/pdr3 knockout yeast; score 100 = 6 SD above DMSO; calls only at 12 µM; 300,000 compounds, 0.02% hits; AID 1875;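 active = lowest replicate activity score at least 50, where 100 means six control SD above control mean; inconclusive = lowest score under 50 but half or more replicates reach 50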;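 note: yeast exposed to compound for 9 h at 30 °C; higher score means more reporter readthrough which indicates perturbed polyadenylation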
AI-2 QS mod: Vibrio harveyi AI-2 quorum sensing modulation. Vibrio harveyi JMH597 AI-2 luminescence/OD600 ratio, 9 h; hits give low values; strain lacks LuxN and CqsS sensors; 0 = neutral-control median. activity change, % at 7.5 µM. 300,000 compounds, 0.4% hits; in the data active = activity change below about -75%, passing the limit was not always enough; inconclusive = no clear call, values can overlap the other calls;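 note: luminescence divided by OD600 gain over 9 h not by final OD600 alone; inactives centre near 13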
HSF-1 act: increases HSF-1 driven luciferase reporter signal. NIH3T3-HGL HSF-1 luciferase reporter, MG132, 8 h; 100% = twice DMSO control signal. activation, % at 9 µM. 300,000 compounds, 1.7% hits. AID 504408;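 active = mean replicate activation of at least 50% with a set share of replicates each reaching 50%; inconclusive = only one of those two conditions met; inactive = mean below 50% and too few replicates reaching it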;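 note: 0% = median of the neutral control wells and 100% = twice that signal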
aSyn 5UTR inh: 5' untranslated region of α-synuclein, MLPCN primary screen; alpha-synuclein 5'UTR reporter, inhibitor activity; inhibition, % (tested at 7.5 µM); 300,000 compounds, 0.82% hits; AID 1813; in the data active = inhibition above about 60%; inconclusive = no clear call, values can overlap the other calls;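 note: H4 neuroglioblastoma cells stably carrying SNCA 5'UTR luciferase fusion; 0% = DMSO wells and 100% = positive control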
KLF5 inh: kruppel-like factor 5 inhibition | DLD-1 KLF5 promoter-luciferase reporter, luminescence | inhibition, % at 5 µM | 290,000 compounds, 0.23% hits | AID 1700;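 active = inhibition above a per-plate limit of that plate's mean compound inhibition plus 3 SD, cut at about 60% in these data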;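 note: 0% = DMSO wells and 100% = LY294002 at 200 µM; higher means less KLF5 promoter-driven luciferase light; inactives centre near -14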
HSF1 inh: HSF1 inhibition | NIH3T3-HGL HSE-luciferase, MG132-induced, luminescence 8 h; hits give low values | activity change, negative = inhibition, % at 7.5 µM (by protocol) | 300,000 compounds, 0.77% hits | AID 2098;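 active = more than half of replicate wells show activity change below -50%, luminescence cut by over half; inconclusive = some wells, but at most half, below -50%; inactive = no replicate well below -50%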;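 note: luciferase reports HSF-1 transcriptional activity via heat shock element; 0% = median of DMSO wells and -100% = zero luminescence signal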
GSK3beta inhib: human GSK3beta kinase inhibition; P49841; GST-GSK3beta kinase, ADP-Glo luminescence, 60 min; hits give low values; AID 2097; 300,000 compounds, 0.038% hits; activity score (negative = inhibition), % at 10 µM;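 active = more than half of replicate wells score below -50%, meaning over 50% inhibition versus plate controls; inconclusive = some replicates but at most half score below -50%; inactive = no replicate scores below -50%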;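 note: 0% = median DMSO wells and -100% = median GW8510 positive control wells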
Target sequence (P49841 whole entry, looked up): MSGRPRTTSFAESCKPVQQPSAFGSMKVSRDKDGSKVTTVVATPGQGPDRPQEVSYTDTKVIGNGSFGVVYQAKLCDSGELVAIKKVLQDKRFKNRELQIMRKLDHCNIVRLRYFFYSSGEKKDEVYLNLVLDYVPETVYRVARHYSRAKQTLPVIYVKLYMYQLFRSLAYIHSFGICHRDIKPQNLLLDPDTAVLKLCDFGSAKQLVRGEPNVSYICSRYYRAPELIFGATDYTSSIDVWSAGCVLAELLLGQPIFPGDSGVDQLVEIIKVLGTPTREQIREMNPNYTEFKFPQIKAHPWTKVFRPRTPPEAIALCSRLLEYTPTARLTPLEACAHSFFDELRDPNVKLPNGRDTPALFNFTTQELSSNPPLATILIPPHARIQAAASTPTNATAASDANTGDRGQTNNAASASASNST
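Test system – GST-tagged human GSK3beta kinase, cell-free · Incubation – 60 min enzyme reaction, room temperature · Signal – ADP-Glo luminescence · Also added – peptide substrate and ATP at 25 µM · Controls – DMSO neutral wells and GW8510 at 20 µM as positive · Buffer or medium – Tris/MgCl2 kinase buffer · Measure – Luminescence-derived activity versus plate DMSO and GW8510 wells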
GSK3 alpha inh: blocks human GSK-3 alpha kinase | P49840 | inhibition, % at 10 µM | ADP-Glo luminescence, 60 min | 320,000 compounds, 0.1% hits;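 in the data active = inhibition above about 50%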;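 note: GST-tagged GSK-3 alpha with peptide substrate and 25 µM ATP; 0% = DMSO neutral wells and 100% = GW8510 positive control wells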
Target sequence (P49840 whole entry, looked up): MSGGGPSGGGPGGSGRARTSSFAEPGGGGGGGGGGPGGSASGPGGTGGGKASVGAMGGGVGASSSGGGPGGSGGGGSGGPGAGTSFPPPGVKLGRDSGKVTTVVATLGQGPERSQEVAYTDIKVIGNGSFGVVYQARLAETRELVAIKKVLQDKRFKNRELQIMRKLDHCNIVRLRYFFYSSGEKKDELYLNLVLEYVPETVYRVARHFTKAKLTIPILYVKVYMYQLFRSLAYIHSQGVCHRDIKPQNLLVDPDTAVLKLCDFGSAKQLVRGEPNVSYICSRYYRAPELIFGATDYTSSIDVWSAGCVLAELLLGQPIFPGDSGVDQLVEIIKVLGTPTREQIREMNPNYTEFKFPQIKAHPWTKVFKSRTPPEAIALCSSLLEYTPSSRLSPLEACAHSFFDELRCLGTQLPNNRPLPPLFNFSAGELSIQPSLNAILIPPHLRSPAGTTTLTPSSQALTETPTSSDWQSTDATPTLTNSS
* = called active by the depositor; i = inactive; ? = inconclusive; . = no result given. Some of the compounds tested; the hit share may differ from the screen's.

structure,HSP90 inh,IEC-6 cytotox,PolyA inh,AI-2 QS mod,HSF-1 act,aSyn 5UTR inh,KLF5 inh,HSF1 inh,GSK3beta inhib,GSK3 alpha inh
CC1CN(C(=O)CN2C(=O)NC(C)(c3ccccc3)C2=O)CC(C)O1 (centres undefined),-5,-7,i,12,1,6,-16,2,-1,-1
Cc1ccc(-c2nnn(CC(=O)NCC3CC3)n2)o1,0,2,i,12,8,5,-18,-1,2,-2
C=CCOC(=O)C(C#N)c1nc2ccccc2nc1N1CCN(Cc2ccccc2)CC1 (centres undefined),1,-1,.,12,.,.,-20,.,0,1
COCCNC(=O)Cn1nc(C(F)(F)F)c(Cl)c1C,-1,1,i,13,-4,-21,-44,3,2,-2
CC1CN(CCCCOc2ccc(Cl)c3ccccc23)CC(C)O1 (centres undefined),-2,13,i,.,36,9,-67,22,.,0
CCCc1cc(=O)oc2cc(OCc3ccc(OC)cc3)c(Cl)cc12,1,3,i,-2,-7,-3,0,7,4,-1
O=C(NCC1CCCO1)C1CCCN(S(=O)(=O)c2cc(Cl)ccc2Cl)C1 (centres undefined),-3,-4,i,18,-2,-11,-4,-5,2,-1
COc1cc(-c2n[nH]c(=S)n2-c2cc(C(F)(F)F)ccc2Cl)cc(OC)c1OC,0,3,i,23,0,-14,14,9,-2,1
O=C(COC(=O)C1C2CC3OC(=O)C1C3C2)Nc1cccc(Cl)c1 (centres undefined),-4,-5,i,.,-72,6,-32,-64*,.,-3
COC(=O)c1ccc(CSc2nc(C)nc3sc(C)c(C)c23)o1,0,5,i,-1,43,14,1,7,3,-3
C(=N\N1CCN(Cc2ccccc2)CC1)/c1cccs1,0,-7,i,13,11,-56,-24,12,-5,2
CCOc1ccccc1OCC(=O)Nc1ccc(OC)c(S(=O)(=O)N2CCCCC2)c1,.,.,i,27,-9,17,.,-8,-1,-5
CCN1CCN(C(CNS(=O)(=O)c2ccc(OC)cc2)c2cccnc2)CC1 (centres undefined),-5,1,i,24,-9,-14,3,-2,1,1
COCCNC(=O)c1onc(CSc2ccc(C(C)C)cc2)c1C(=O)O,0,-4,i,14,-9,-25,-11,0,2,-5
CNc1c(NS(=O)(=O)c2ccc(Cl)s2)c(=O)oc2ccccc12,-5,5,i,20,38,12,-39,13,-2,-1
O=C(N/N=C/c1ccc(O)cc1O)/C(=C/c1ccccc1)CCO,-5,-4,i,29,-25,-1,23,-8,0,2
Cc1ccc(NC(=S)N2CCC(c3nc4ccccc4s3)CC2)cc1C,-2,2,i,30,2,-3,-4,4,3,-1
CC(=O)N1c2ccc(S(=O)(=O)N3CCC(C(=O)Nc4cc(C)cc(C)c4)CC3)cc2CC1C (centres undefined),3,3,i,-1,10,-3,-8,3,-2,-3
O=C(CCCCCN1C(=O)c2ccccc2C1=O)Nc1ccccc1F,-3,0,i,-4,-12,-17,-13,3,0,0
COc1ccc(-c2csc(Nc3ccc(C)cn3)n2)cc1OC,2,1,i,14,25,-120,-18,11,1,-4
Cc1cc(OCCCCOc2ccc(S(N)(=O)=O)c(C)c2)ccc1S(N)(=O)=O,-2,5,i,0,15,31,-26,-1,-3,0
CCOc1ccc(/C=N/NC(=O)c2[nH]ncc2Br)c(O)c1,2,29*,i,?,46,19,-16,15,2,8
CC1=NN(/C(=N\c2nnc(C)s2)Nc2ccccc2)[C@H](c2ccc(C)cc2)S1,4,3,i,10,26,-19,-37,1,1,-3
O=C(Nc1ccccc1[N+](=O)[O-])c1ccc(S(=O)(=O)N2CCCC2)cc1,-3,6,i,17,-12,-131,-13,-8,-1,1
COc1ccc(N(C)S(=O)(=O)c2cccc(C(=O)OCC(=O)Nc3sc4c(c3C#N)CCCCC4)c2)cc1,-1,-3,i,16,16,-12,-6,-3,0,3
Cc1nc(-c2nnc(SCC(=O)Nc3cc(C(F)(F)F)cc(C(F)(F)F)c3)n2C)cs1,-4,2,i,-8,-1,16,-56,5,-5,1
O=C(O)CSc1nnc(CNc2cccc(C(F)(F)F)c2)n1Cc1ccco1,-3,-6,i,12,14,8,-9,-7,4,-1
Cc1cc2nc(C3CCCN(C(=O)NCc4ccccc4)C3)[nH]c2cc1C (centres undefined),-2,2,i,22,39,-38,-25,27,2,-2
CSCCC(NS(=O)(=O)c1ccccc1F)C(=O)Nc1cccc(C)n1 (centres undefined),2,3,i,-2,9,-8,-32,-5,1,-1
Clc1ccc(-c2cn(-c3ccc(Cl)cc3)c3[n+]2CCCCC3)cc1,1,2,i,14,-1,-22,-14,-14,2,-5

Complete entries, looked up by structure:
Listed for `COc1ccc(-c2csc(Nc3ccc(C)cn3)n2)cc1OC` = HSP90 inh: 2; IEC-6 cytotox: 1; PolyA inh: i; AI-2 QS mod: 14; HSF-1 act: 25; aSyn 5UTR inh: -120; KLF5 inh: -18; HSF1 inh: 11; GSK3beta inhib: 1; GSK3 alpha inh: -4
Listed for `CC1=NN(/C(=N\c2nnc(C)s2)Nc2ccccc2)[C@H](c2ccc(C)cc2)S1` = HSP90 inh: 4; IEC-6 cytotox: 3; PolyA inh: i; AI-2 QS mod: 10; HSF-1 act: 26; aSyn 5UTR inh: -19; KLF5 inh: -37; HSF1 inh: 1; GSK3beta inhib: 1; GSK3 alpha inh: -3

Next results
structure,HSP90 inh,IEC-6 cytotox,PolyA inh,AI-2 QS mod,HSF-1 act,aSyn 5UTR inh,KLF5 inh,HSF1 inh,GSK3beta inhib,GSK3 alpha inh
CC(C)S(=O)(=O)CC(=O)c1ccc(Cl)cc1,-1,3,i,10,0,9,-12,3,0,-3
O=C(NC1CCS(=O)(=O)C1)Oc1ccccc1 (centres undefined),0,-4,i,32,8,-20,-13,6,0,0
CC(C)[C@H](NC(=O)c1ccc(Cl)c([N+](=O)[O-])c1)C(=O)NCc1ccc(Cl)cc1Cl,-1,-3,i,5,38,16,-24,24,-3,2
COc1ccc(-c2c[nH]c(=O)[nH]c2=O)cc1OC,2,-2,i,9,9,15,-22,-1,-3,-2
CN(C[C@H](Cc1ccccc1)N(C[C@H](Cc1cccc2ccccc12)N(CCc1ccccc1)N=O)N=O)N=O,.,.,i,36,0,10,.,4,0,6
CCOCc1cc(C)[nH]c(=O)c1C#N,-3,-3,i,16,4,7,-34,-2,2,4
COC(=O)c1ccc(C(c2c(C)n(C)n(-c3ccccc3)c2=O)c2c(C)n(C)n(-c3ccccc3)c2=O)cc1,1,-1,i,19,9,7,-14,-2,-1,-1
COc1ccc(OCCCON2C(=O)c3ccccc3C2=O)cc1,4,-5,i,6,3,0,-2,-10,-12,-2
CCN(Cc1ccccc1)C(=O)Cn1cc(S(=O)(=O)NC)c(S(=O)(=O)NC)c1,-3,-4,i,26,11,-4,-32,-1,0,0
O=C(Nc1cccc(NC(=O)C2C3CC4OC(=O)C2C4C3)c1)c1ccccc1 (centres undefined),1,0,i,4,-9,10,11,2,4,.
Cc1cc(C)cc(NC(=O)CCC(=O)Nc2nnc(C(C)C)s2)c1,-1,2,i,4,6,26,9,3,1,-4
Cc1c(NC(=O)CSc2ncnc3c2cnn3-c2ccccc2)c(=O)n(-c2ccccc2)n1C,.,.,i,.,2,12,.,1,.,-1
CC(C)CN1CCN(Cc2ccc(CN3CCCCC3)s2)CC1CCO (centres undefined),-1,-7,i,22,-3,-14,-14,-2,-1,0
Cn1c(N2CCOCC2)c(/C=N/OC(=O)c2ccc(F)cc2)c2ccccc21,0,-1,i,27,-10,73*,-32,-8,-4,-2
OCC1(CCCc2ccccc2)CCN(C2CCC2)CC1,-3,-2,i,10,0,-3,-13,-3,2,0
CC(C)CC(C(=O)O)N1C(=O)C2C3C=CC(C2C1=O)C1C(=O)N(C(CC(C)C)C(=O)O)C(=O)C31 (centres undefined),-4,-1,i,21,9,-1,-38,2,3,-8
COC(=O)COc1ccc(NC(=O)Cn2nc(-c3ccccc3)c3ccccc3c2=O)cc1,4,-1,i,25,12,-13,-22,1,2,-2
CC1CCN(S(=O)(=O)c2ccc3c(c2)N(CC(=O)NCCCN(Cc2ccccc2)C(C)C)C(=O)CO3)CC1,2,11,i,.,-37,16,8,?,-7,4
CC(=O)N1CCCc2cc(S(=O)(=O)N3CCCC(C(=O)N4CCN(c5ccccc5)CC4)C3)ccc21 (centres undefined),-4,6,i,23,10,-12,-40,6,-1,-1
COc1ccccc1C(=O)O/N=C(\N)c1ccccn1,28*,8,i,-5,-10,31,-90,14,-1,-1
CCCNC(=O)Nc1cc(C)on1,-2,-3,i,-23,2,-2,-17,5,0,-4
COc1cccc(OC)c1C(=O)NCCSC1CCCCC1,-2,2,i,6,1,25,-16,7,2,.
COc1cc2c(cc1OC)CN(C(=O)/C=C/c1ccc([N+](=O)[O-])cc1)CC2,2,-2,i,41,-6,4,-17,3,3,1
COC(=O)C1=C(C)N(C)C(=O)NC1c1cc2c(cc1[N+](=O)[O-])OCO2 (centres undefined),3,-12,i,23,5,7,-21,2,2,2
O=C1C(=O)N(CCCN2CCOCC2)C(c2cccs2)/C1=C(/O)c1ccc2c(c1)OCO2 (centres undefined),-2,-4,i,-13,7,10,-21,-3,1,.

In a second layout: results already given
canonical_smiles: CC1CCN(S(=O)(=O)c2ccc3c(c2)N(CC(=O)NCCCN(Cc2ccccc2)C(C)C)C(=O)CO3)CC1
- HSP90 inh: 2
- IEC-6 cytotox: 11
- PolyA inh: i
- AI-2 QS mod: .
- HSF-1 act: -37
- aSyn 5UTR inh: 16
- KLF5 inh: 8
- HSF1 inh: ?
- GSK3beta inhib: -7
- GSK3 alpha inh: 4

canonical_smiles: O=C1C(=O)N(CCCN2CCOCC2)C(c2cccs2)/C1=C(/O)c1ccc2c(c1)OCO2 (centres undefined)
- HSP90 inh: -2
- IEC-6 cytotox: -4
- PolyA inh: i
- AI-2 QS mod: -13
- HSF-1 act: 7
- aSyn 5UTR inh: 10
- KLF5 inh: -21
- HSF1 inh: -3
- GSK3beta inhib: 1
- GSK3 alpha inh: .

canonical_smiles: COC(=O)COc1ccc(NC(=O)Cn2nc(-c3ccccc3)c3ccccc3c2=O)cc1
- HSP90 inh: 4
- IEC-6 cytotox: -1
- PolyA inh: i
- AI-2 QS mod: 25
- HSF-1 act: 12
- aSyn 5UTR inh: -13
- KLF5 inh: -22
- HSF1 inh: 1
- GSK3beta inhib: 2
- GSK3 alpha inh: -2
